Screens (PubChem)
EP2 modulator: modulators of human EP2 prostaglandin E2 receptor; AID 940; induction, % at 25 µM; 0.83% of 260,000 active; EP2-expressing cells, cAMP HTRF FRET, PGE2 co-stimulation; P43116;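 active = compounds whose cAMP rise, as percent of the full-agonist control response, exceeds 60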;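 also: rat C6 glioma line stably carrying human EP2 under a CMV promoter; the protocol text gives 20 µM as final concentration; 100% = response of wells given 1 µM PGE2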
zfTRPN1 agonist: zebrafish TRPN1 (NompC) channel agonism. HEK293 zebrafish TRPN1-YFP, Fluo-8 calcium fluorescence; 100% = response to 87 µM carbachol. activation, % at 3 µM. 0.18% of 220,000 active. AID 1424;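 active = activation above its plate's cutoff, the mean activation of test wells on that plate plus 3 SD, cut at about 19% in these data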;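 also: 0% = DMSO alone and 100% = 87 µM carbachol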
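Control set: carbachol 87 µM as high control, DMSO as low control; system: HEK293 stable line with zebrafish TRPN1-YFP; read-out: % activation versus carbachol response; detection: intracellular calcium fluorescence with Fluo-8; doses: single test compound dose, 3 µM nominal, 0.3% DMSO; schedule: dye 1 h 37 °C plus 30 min RT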
S1P4 antagonist: human S1P4 receptor antagonism. O95977. S1P4-expressing cells, antagonist mode, reporter read-out. inhibition, % at 4.98 µM. 0.26% of 220,000 active. AID 1510; in the data active = inhibition above about 29%;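 also: 0% = wells stimulated with agonist and 100% = vehicle wells without agonist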
Target sequence (O95977 whole entry, looked up): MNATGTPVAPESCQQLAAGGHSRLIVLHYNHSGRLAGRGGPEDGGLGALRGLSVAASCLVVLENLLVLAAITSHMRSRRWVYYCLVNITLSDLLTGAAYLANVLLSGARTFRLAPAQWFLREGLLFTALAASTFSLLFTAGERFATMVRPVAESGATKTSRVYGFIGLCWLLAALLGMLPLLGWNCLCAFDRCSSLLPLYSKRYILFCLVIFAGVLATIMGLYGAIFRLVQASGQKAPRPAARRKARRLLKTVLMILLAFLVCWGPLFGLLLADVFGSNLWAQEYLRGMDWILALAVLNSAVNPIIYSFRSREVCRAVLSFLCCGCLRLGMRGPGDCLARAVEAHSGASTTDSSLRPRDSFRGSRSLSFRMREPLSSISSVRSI
CHOP inh: blocks CHOP induction under ER stress. CHO-K1 CHOP-promoter luciferase, tunicamycin-induced, 15-18 h. inhibition, % at 10 µM. 3.8% of 220,000 active;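 active = compounds that reduced the stress-induced luciferase reporter signal by more than about 70% of percent inhibition, limit read from the data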;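 also: 0% = tunicamycin plus vehicle and 100% = wells without tunicamycin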
S1P4 agonist: agonists of human S1P4 receptor; 0.35% of 220,000 active; S1P4-expressing cell line, agonist reporter assay; O95977; activation, % at 4.98 µM; in the data active = activation above about 11%;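 also: 0% = DMSO vehicle and 100% = reference agonist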
TRPML3 agonist: agonists of human TRPML3 channel; Q8TDD5; HEK293 TRPML3-YFP, Fluo-8 calcium fluorescence; 100% = the carbachol control signal; activation, % at 3 µM; 0.29% of 220,000 active;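 active = activation above its plate's cutoff, the mean activation of the plate's test wells plus 3 SD, cut at about 12% in these data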;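 also: 0% = DMSO only wells and 100% = carbachol wells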
Target sequence (Q8TDD5 whole entry, looked up): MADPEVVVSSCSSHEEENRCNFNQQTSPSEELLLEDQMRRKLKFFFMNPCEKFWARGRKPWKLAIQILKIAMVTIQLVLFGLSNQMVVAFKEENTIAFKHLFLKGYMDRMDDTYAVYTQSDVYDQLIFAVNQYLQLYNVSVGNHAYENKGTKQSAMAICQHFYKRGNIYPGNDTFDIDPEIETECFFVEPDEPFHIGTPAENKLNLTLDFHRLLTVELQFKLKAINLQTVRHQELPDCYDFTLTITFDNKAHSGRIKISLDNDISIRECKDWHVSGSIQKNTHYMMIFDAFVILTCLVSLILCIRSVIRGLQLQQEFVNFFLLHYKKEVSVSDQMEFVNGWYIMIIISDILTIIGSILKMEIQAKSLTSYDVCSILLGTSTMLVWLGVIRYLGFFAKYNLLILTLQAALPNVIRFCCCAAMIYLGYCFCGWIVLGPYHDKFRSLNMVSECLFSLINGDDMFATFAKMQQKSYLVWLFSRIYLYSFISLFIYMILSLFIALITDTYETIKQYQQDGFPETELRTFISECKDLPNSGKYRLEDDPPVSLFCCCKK
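Test system: TRPML3-YFP stable HEK293 cells. Doses: single point at 3 µM. Incubation: dye loading 1 h 37 °C then 30 min ambient, 125 s read. Signal: Fluo-8 calcium dye fluorescence, ex 470-495, em 515-575 nm. Measure: percent activation from peak-to-basal fluorescence ratio, scaled between DMSO and carbachol.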
NPY Y1 blocker: blocks the human neuropeptide Y Y1 receptor; HEK293-CNG Y1 cells, membrane potential fluorescence; NPY at EC95, then isoproterenol; inhibition, % at 3.6 µM; 1% of 200,000 active; AID 1040;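 active = inhibition above the campaign mean inhibition of all tested compounds plus 3 SD, cut at about 20% in these data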;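 also: 0% = DMSO wells given NPY plus isoproterenol and 100% = isoproterenol alone without NPY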
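Test system: HEK293 cells co-expressing NPY Y1 receptor and cyclic-nucleotide gated channel; Also added: NPY (25 nM), isoproterenol (1 µM), Ro 20-1724 (25 µM); Compound dosing: one concentration, 3.6 µM, in 0.4% DMSO; Timing: dye 3 h, compound 60 min room temperature, stimulation 45 min; Technique: Membrane-potential fluorescent dye readout.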
NPY-Y2 PAM-ag: potentiators or agonists of human neuropeptide Y receptor Y2. P49146. cells expressing NPY-Y2, potentiator/agonist read-out. activation, % at 3.6 µM. 0.45% of 220,000 active. AID 1359; in the data active = activation above about 27%;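 also: cells stimulated with NPY near EC25 plus isoproterenol at EC100; 0% = vehicle plus submaximal agonist and 100% = vehicle plus saturating agonist; some results beyond the cut were filed as inactive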
NPY1 pot ag: human NPY-Y1 potentiation or agonism, primary screen; 0.37% of 220,000 active; activation, % at 3.6 µM; P25929; NPY-Y1 expressing cells, potentiator/agonist activation; AID 1304; in the data active = activation above about 33%, passing the limit was not always enough;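 also: cells stimulated with NPY at EC10 then isoproterenol at EC100; 0% = low agonist plus stimulus and 100% = saturating agonist plus stimulus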
Starred values were filed as active, the others as inactive; nt = not tested or not shown; & = joins results of further samples.

SMILES	EP2 modulator	zfTRPN1 agonist	S1P4 antagonist	CHOP inh	S1P4 agonist	TRPML3 agonist	NPY Y1 blocker	NPY-Y2 PAM-ag	NPY1 pot ag
COC(=O)c1ccc(CSc2nc3c(cnn3-c3ccc(F)cc3)c(=O)[nH]2)o1	50	-0.3	-8	22	2.2	0.9	4	5	-3
Cc1nc2ccc(NC(=O)c3ccc(N4C(=O)CCC4=O)cc3)cc2s1	-19	1.0	-10	-3	-0.1	-0.6	9	-2	1
Cc1cc(C(=O)OCC(=O)Nc2ccc(F)cc2F)c(C)o1	22	0.4	-4	-1	0.3	-0.1	7	-6	-2
COc1ccc(OCCC(=O)c2ccc(OC)cc2)cc1	-26	0.8	-17	-4	-0.2	-0.6	nt	-5	-9
Cc1cc(C)cc(OC(=O)CCN2C(=O)c3ccccc3C2=O)c1	5	-0.7	0	-1	-1.9	-0.8	4	1	-13
CC1(C)NC(=O)N(CCOCCOc2ccccc2)C1=O	15	0.0	13	-2	1.8	1.4	6	-4	-9
O=C(COC(=O)c1ccc(Br)cc1)NCc1ccc(F)cc1	-15	-1.0	9	9	0.9	-0.1	8	-10	-5
O=C(NC1CCN(C(=O)Nc2cccc(F)c2)CC1)C1CCCCC1	9	1.2	-11	9	0.2	1.1	0	6	-2
CS(=O)(=O)c1ccc2c(c1)SC1=NC(=O)/C(=C/c3ccco3)C(=N)N12	-9	1.3	-3	-22	0.6	0.9	15	-1	-1
C/C(=N\NC(=O)c1cccc([N+](=O)[O-])c1)c1ccco1	-7	-0.3	-9	6	1.9	0.1	nt	-10	11
COc1ccc(-c2cc(C(=O)Nc3cc(C)nn3-c3ccccc3)no2)cc1	12	0.8	2	11	-0.3	0.1	2	-25	-18
COc1cc(NC(=O)c2ccc(-c3ccc(Br)cc3)o2)ccc1NC(=O)C(C)C	-25	0.3	-5	14	-1.2	0.6	-3	-5	-5
Cc1ccccc1OCC(=O)Nc1ccccc1N1CCOCC1	33	0.6	-2	36	-2.7	47*	2	-3	-23
CC(Sc1n[nH]c(N)n1)C(=O)Nc1cccc(S(=O)(=O)N2CCOCC2)c1 (stereo not given)	11	-0.1	-6	2	0.4	0.9	0	0	-3
Cc1cc(C(=O)NNC(=O)c2ccc(C(F)(F)F)cc2)no1	7	0.6	0	0	0.9	-0.4	nt	-11	6
CC(C)CCOCC1CC2(CC(C)(c3csc(N)n3)OC2=O)C(=O)O1 (stereo not given)	29	1.6	1	23	-0.4	0.5	3	-8	16
COCCN1C=C(C(=O)OC)C(c2cc3c(cc2Br)OCO3)C(C(=O)OC)=C1	45	-0.4	-3	3	1.3	0.3	-3	5	14
COc1cccc(C2=NOC(C(=O)NC(C)(C)C)C2)c1 (stereo not given)	-10	1.6	-21	8	1.1	-0.2	-1	-11	6
CCCOc1ccc(C(=O)NNC(=S)NC(=O)c2cc(-c3ccc(Cl)cc3)nc3ccccc23)cc1	-1	-0.8	-1	72*	0.2	-0.5	5	-5	3
CC1=NN(C(C#N)c2ccc([N+](=O)[O-])cc2)C(C)(C)C1 (stereo not given)	7	1.2	-12	-1	-0.9	-0.5	nt	0	-12

The list goes on (3 carried over from the part before).
SMILES	EP2 modulator	zfTRPN1 agonist	S1P4 antagonist	CHOP inh	S1P4 agonist	TRPML3 agonist	NPY Y1 blocker	NPY-Y2 PAM-ag	NPY1 pot ag
COc1cccc(C2=NOC(C(=O)NC(C)(C)C)C2)c1 (stereo not given)	-10	1.6	-21	8	1.1	-0.2	-1	-11	6
CCCOc1ccc(C(=O)NNC(=S)NC(=O)c2cc(-c3ccc(Cl)cc3)nc3ccccc23)cc1	-1	-0.8	-1	72*	0.2	-0.5	5	-5	3
CC1=NN(C(C#N)c2ccc([N+](=O)[O-])cc2)C(C)(C)C1 (stereo not given)	7	1.2	-12	-1	-0.9	-0.5	nt	0	-12
Cc1ccc(OCc2nnc(SCC(=O)NCc3ccccc3)n2C)cc1	23	-0.9	18	27	0.9	0.1	1	-4	-13
C(=N\Nc1nc2ccccc2s1)/c1ccco1	27	-1.7	-1	7	-0.3	0.3	3	-4	15
O=C(CCn1ccc([N+](=O)[O-])n1)NC1CCCCCC1	4	0.1	-3	5	-0.9	0.8	7	1	-19
CCOC(=O)C1CCCN(C(=O)CN2CCN(Cc3ccc(Cl)cc3)C2=O)C1 (stereo not given)	17	1.1	7	31	0.0	1.0	2	-3	20
O=[N+]([O-])c1sccc1CS(=O)(=O)c1ccccc1	-2	1.1	1	5	0.5	0.0	nt	-20	7
COc1ccc(-c2nnc(SCC(=O)OC3CCCCC3)o2)cc1OC	23	0.0	1	28	0.3	-0.2	0	-6	3
C=CCN(CC=C)C(=O)C[n+]1ccc(C(N)=O)cc1	13	2.1	-4	-17	-0.3	0.7	nt	-10	14
Cc1ccccc1CS(=O)(=O)c1snnc1C	7	0.4	-14	10	0.2	-0.7	-2	2	4
N#C/C(=C\c1ccccc1)C(=O)Nc1cccnc1	-24	0.6	0	-14	-0.8	0.9	nt	2	-1
CN1CCC(=NNC(=O)c2ccc(N(Cc3ccc(Cl)cc3)S(C)(=O)=O)cc2)CC1	-32	0.1	-12	-11	0.3	1.1	8	4	10
Cc1ccccc1NCc1ccc(O)c2ncccc12	-60&-28	-1.1	5	-33	-0.2	1.1	6	-2	-15
COc1cc(C2N(c3ccc(Cl)cc3)C(=O)C3CCCN32)cc(OC)c1OC (stereo not given)	0	0.8	-11	30	-3.1	0.2	4	-7	12
NC(=S)n1[nH]c(-c2ccccc2)c(N=Nc2ccccc2C(=O)N2CCOCC2)c1=O	13	-0.1	-11	-9	0.7	0.8	4	2	-2
COc1ccc(NS(=O)(=O)c2cccc(NC(=O)NCCCl)c2)cc1	-48	1.2	-4	4	-0.7	0.3	1	2	-4
CCCc1nnc(SCC(=O)N2CCCC(C)C2)n1CC1CCCO1 (stereo not given)	1	0.0	-12	5	0.1	0.6	0	5	7
Cc1ccc(Cn2nnc3c(=O)n(Cc4cccc(C)c4)cnc32)cc1	56	-0.8	-22	37	-2.3	-0.1	11	-12	-3
COc1cc(C2CC(=O)OC3=C2C(=O)CC(C)(C)C3)cc(OC)c1OC (stereo not given)	6	1.2	-2	10	0.1	1.0	-6	-6	-10
O=C(O)CC(NC(=O)C12CC3CC(CC(C3)C1)C2)c1cccc([N+](=O)[O-])c1 (stereo not given)	39	1.4	-4	-21	3.8	0.5	0	0	13
Cc1ccc(NC(=O)c2ccco2)c(NC(=O)c2cccs2)c1	24	0.6	-10	15	-0.2	-0.1	-9	5	14
CC(C)OC(=O)C1C2C=CC3(CN(Cc4cccs4)C(=O)C13)O2 (stereo not given)	14&-33	-0.3	-2	10	0.2	0.4	-4	-13	-15
COc1ccccc1Oc1ccc(S(=O)(=O)N2CCN(C)CC2)cc1	-10	1.1	-6	-7	-0.4	1.1	-5	-10	15
CCOC(=O)C1(Cc2ccccc2C(F)(F)F)CCN(C(=O)c2cc(C(C)=O)n[nH]2)CC1	47	-0.6	-11	16	2.5	-0.3	8	0	6
CCOc1ccc(-n2cc(C(=O)Nc3cccc(OC)c3)c3cc(OC)c(OC)cc3c2=O)cc1	13	0.7	-5	45	0.4	0.1	7	-10	0
Cc1c(C(=O)NC(C)c2ccccc2)c(-c2ccccc2)nn1-c1ccccc1 (stereo not given)	-11	-0.3	-4	4	0.1	-1.1	-2	-8	19
CCCCC(CC)C(=O)NCCCN1CCN(CCCNC(=O)C(CC)CCCC)CC1 (stereo not given)	8	-0.4	-25	21	1.9	0.9	1	6	6
CCOC(=O)N1CCN(c2cc(NCCC(=O)O)c3c4c(onc24)-c2ccccc2C3=O)CC1	0	-1.3	-25	12	1.9	0.3	-6	6	11
Cc1ccccc1-c1ccc(Nc2ccc(N3CCOCC3)cc2)nn1	-6	0.7	3	19	-1.3	0.4	-3	2	33
O=C(CCSCCC(=O)NCc1ccco1)NCc1ccco1	16	-0.4	4	27	2.2	-0.4	-15	-1	8
C[C@H](N)c1nnc(SCC(=O)N(C)C)o1	24	-0.4	-2	-24	-3.8	-0.1	1	-18	4
COCCN(C(=S)Nc1ccccc1C)C(C)c1cccs1 (stereo not given)	8	0.8	-5	28	-0.7	1.4	-3	-10	-3
Cc1ccc(S(=O)(=O)N2CCCCC2)cc1NC(=O)COC(=O)Cc1c(F)cccc1Cl	-15	-0.5	-1	8	0.8	0.0	4	-5	11
O=C(OC1CCOC1=O)c1cncc(Br)c1 (stereo not given)	2	0.5	-3	20	1.2	0.6	0	1	-7
CC1(C)CC(=O)C2=C(C1)OC1=C(C(=O)CC(C)(C)C1)C2c1ccc(O)c([N+](=O)[O-])c1	29	-0.5	-8	25	-2.4	-0.5	0	7	13
C/C(=N\NC(=O)Cn1ccc(C(F)(F)F)n1)c1ccc2c(c1)OCO2	-40	1.1	-8	7	1.8	0.6	-2	-10	-16
CCOC(=O)c1sc2nccc(OC)c2c1N=CN(C)C	16	0.9	-17	31	-0.4	-0.2	8	3	-4
O=C1CCN(S(=O)(=O)c2cccs2)c2ccc(C(F)(F)F)cc2N1	-18	2.3	7	3	1.7	-0.5	2	2	0
O=S(=O)(/C=C/c1ccccc1)Nc1ccc(N2CCOCC2)cc1	-10	0.8	5	37	0.2	0.2	3	-2	-23
CCN(CC(=O)Nc1ccc2c(c1)OCCO2)c1nc(-c2cccnc2)nc2ccccc12	28	-0.5	-7	3	0.5	-0.1	5	4	11
CCCCCCCC1(C)NC(=O)N(CC(=O)Nc2cc(C)on2)C1=O (stereo not given)	6	-0.1	-8	14	1.4	0.5	-3	8	-5
CCOc1cc(C2C(C(=O)OCC(C)C)=C(C)N=C3SCCC(=O)N32)ccc1OC(C)=O (stereo not given)	17	-0.1	-1	43	0.1	0.6	-2	15	7
Cc1onc(-c2ccccc2Cl)c1C(=O)NCc1ccccc1	7	-1.2	-9	28	1.9	-0.2	8	5	-27
Cc1ccc(S(=O)(=O)N(C)CC(=O)O/N=C(\N)c2ccc([N+](=O)[O-])cc2)cc1	-59	-1.4	-4	61	-3.3	4.2	5	-16	-45
CCO[C@@H]1OC(C(=O)N2CCN(Cc3ccccc3)CC2)=C[C@H](c2cn(C(C)=O)c3ccccc23)[C@H]1CCCO	-25	4.7	-2	16	-1.4	0.5	2	-3	-14
COc1cc(N/C(=N/S(=O)(=O)c2ccccc2)c2ccccc2)ncn1	36	0.8	0	6	-0.9	-0.1	9	7	-2
CC1CCc2c(C(=O)NCc3cccnc3)csc2C1 (stereo not given)	11	-0.7	-10	13	0.2	-0.2	-7	0	21
CCc1cccc2c(C(=O)CSc3nnc(-c4ccncc4)n3C)c[nH]c12	25	-0.4	-10	30	2.5	0.5	-2	-8	-15
Cc1cccc(-n2c(O)c(C=NCc3ccccn3)c3ccccc3c2=O)c1	-1	3.0	-18	4	-2.7	1.7	1	11	7
